Source: PubChem
aSyn yeast inh – alpha-synuclein toxicity inhibition in yeast; Potency, µM (doses to about 46.1 µM), for the others: at the highest dose growth rescue (activation), most hits filed as activators; 370,000 compounds, 0.14% hits; Yeast expressing alpha-synuclein, growth rescue, BacTiter-Glo, 24 h; further: potency means the concentration at half of the fitted maximal effect; % of control where 0% means no effect; nearly all actives have a fitted effect of over 65% in size
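Readout is rescue of growth in alpha-synuclein-expressing yeast, so inhibitors of toxicity appear as activators. Growth after 24 hr at 30 deg C in galactose medium is quantified by luminescence.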
MmCpn inh – inhibitors of Methanococcus maripaludis chaperonin (MmCpn); Potency, µM (doses to about 76.9 µM), for inactives: top-dose activity, negative = inhibition, most hits filed as inhibitors; purified Mm-Cpn ATPase, ADP Transcreener TR-FRET; 330,000 compounds, 0.031% hits; AID 504842; further: potency means the concentration at half of the fitted maximal effect; on the % scale 0 is the no-effect control and ±100 the full control effect; nearly all actives have a fitted effect of over 80% in size
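Measured: ADP formation by purified Mm-CPN. Conditions: 25 nM protein, 10 uM ATP, Tris pH 7.4 with Mg2+, K+ and DTT, 37°C for 30 min. Detection: Transcreener HTRF after 30 min at room temperature.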
pAkt inh – inhibitors of Akt phosphorylation; Neuro2A IGF-stimulated pAkt S473 HTRF, 20 min; hits give low values; activity change, % for hits at 50 µM; 360,000 compounds, 0.32% hits; AID 651550; in the data active means activity change below about -80%; inconclusive means mostly about -51% to -80%; further: on the % scale 0 is the no-effect control and ±100 the full control effect
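Neuro2A cells (4,500/well, DMEM with 0.5% FBS) were treated with compound at a single 50 µM final concentration, stimulated with 6 nM IGF for 20 min at 37 °C, and lysed. Phospho-Akt Ser473 was read by HTRF as 665/615 ratio ×10^4.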
PTHR1 ag – agonists of human PTHR1 parathyroid hormone receptor; Q03431; HEK293 GP2 PTHR1 cells, GloSensor cAMP luminescence, 1 h; Potency, µM (highest dose often 115 µM), inactives show at the top dose activation, actives largely listed as activators; 410,000 compounds, 0.075% hits; further: potency means the concentration at half of the fitted maximal effect; nearly all actives have a fitted effect of over 55% in size; some results filed as inactive show a strong effect at the top dose; inactives centre near -15; many of its hits are not listed in these tables
Target sequence (Q03431 whole entry, looked up): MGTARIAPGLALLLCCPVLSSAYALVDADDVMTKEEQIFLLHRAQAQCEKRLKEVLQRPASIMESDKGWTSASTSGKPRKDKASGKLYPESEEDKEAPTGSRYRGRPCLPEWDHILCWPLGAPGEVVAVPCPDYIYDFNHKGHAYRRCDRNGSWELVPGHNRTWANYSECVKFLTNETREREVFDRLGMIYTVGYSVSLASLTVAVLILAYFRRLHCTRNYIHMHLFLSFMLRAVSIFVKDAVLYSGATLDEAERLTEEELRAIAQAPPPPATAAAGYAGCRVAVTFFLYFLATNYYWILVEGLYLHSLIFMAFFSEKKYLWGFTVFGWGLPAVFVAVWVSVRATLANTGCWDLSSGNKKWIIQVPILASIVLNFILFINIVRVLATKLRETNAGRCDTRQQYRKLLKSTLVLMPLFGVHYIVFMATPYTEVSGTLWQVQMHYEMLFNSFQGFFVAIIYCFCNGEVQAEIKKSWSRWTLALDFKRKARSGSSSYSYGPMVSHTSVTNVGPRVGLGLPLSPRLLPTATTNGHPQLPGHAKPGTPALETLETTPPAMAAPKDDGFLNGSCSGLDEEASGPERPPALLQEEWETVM
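HEK-293-derived GP2 cells expressing PTHR1 and a GloSensor cAMP reporter, 3,000/well, plated overnight, given luciferin plus IBMX (each 0.5 mM as added) for 1 h at 37 °C, then compound for 1 h at 37 °C. Luminescence was read after 15 min at room temperature.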
TDP-43 yeast inh – inhibitors of TDP-43 toxicity in yeast | TDP-43 expressing yeast growth rescue, BacTiter-Glo, 24 h | Potency, µM (highest dose often 46.1 µM), for inactives: top-dose growth rescue (activation), hits mostly activators | 410,000 compounds, 1.8% hits | AID 652104; further: potency means the concentration at half of the fitted maximal effect; % of control where 0% means no effect; nearly all actives have a fitted effect of over 50% in size
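Readout is BacTiter-Glo luminescence of cell growth, so inhibitors register as activators. TDP-43-expressing yeast at OD600=0.02 in galactose medium, after raffinose pregrowth to mid-log, were incubated with compound for 24 hr at 30 deg C.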
HEK293 tox – cytotoxic in the GLP-1 receptor inverse agonist counter-screen; HEK293 cAMP-luciferase reporter cells, luminescence, 24 h; Potency, µM (highest dose often 38.3 µM), inactives show at the top dose activity change, negative = inhibition, usual class: inhibitors; 410,000 compounds, 0.13% hits; AID 624418;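 further: loss of luciferase light is scored as toxicity; potency means the concentration at half of the fitted maximal effect; on the % scale 0 is the no-effect control and ±100 the full control effect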
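A 23 nL compound transfer followed 12 hours of cell culture at 37 deg C; exposure then lasted 24 hr. Luciferase assay detection reagent was dispensed and plates read for luminescence after a 12 min room-temperature wait.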
FUS yeast rescue – rescues growth of FUS-expressing yeast | S. cerevisiae FUS-expressing, growth rescue, OD600, 24 h | Potency, µM (highest dose often 76.6 µM), without a hit: at the top dose growth rescue (activation), usual class: activators | 390,000 compounds, 0.24% hits | AID 1347120;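 further: potency means the concentration at half of the fitted maximal effect; plate controls were DMSO vehicle for no effect and reference control for full effect; nearly all actives have a fitted effect of over 55% in size; some results filed as inactive show a strong effect at the top dose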
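Galactose (2%) drives FUS expression in yeast precultured in raffinose; seeding density OD 0.005. Test compounds incubated 24hr at 30C and 99% humidity before absorbance at 600 nm was measured.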
GLP1R inv ag – GLP-1 receptor (human) inverse agonism; P43220; 410,000 compounds, 1.6% hits; AID 624417; HEK293 GLP-1R CRE-luciferase, luminescence, 24 h; GLP-1R form is constitutively active; Potency, µM (highest dose often 38.3 µM), inactives show top-dose activity change, negative = inhibition, hits mostly inhibitors; further: potency means the concentration at half of the fitted maximal effect; on the % scale 0 is the no-effect control and ±100 the full control effect; nearly all actives have a fitted effect of over 55% in size
Target sequence (P43220 whole entry, looked up): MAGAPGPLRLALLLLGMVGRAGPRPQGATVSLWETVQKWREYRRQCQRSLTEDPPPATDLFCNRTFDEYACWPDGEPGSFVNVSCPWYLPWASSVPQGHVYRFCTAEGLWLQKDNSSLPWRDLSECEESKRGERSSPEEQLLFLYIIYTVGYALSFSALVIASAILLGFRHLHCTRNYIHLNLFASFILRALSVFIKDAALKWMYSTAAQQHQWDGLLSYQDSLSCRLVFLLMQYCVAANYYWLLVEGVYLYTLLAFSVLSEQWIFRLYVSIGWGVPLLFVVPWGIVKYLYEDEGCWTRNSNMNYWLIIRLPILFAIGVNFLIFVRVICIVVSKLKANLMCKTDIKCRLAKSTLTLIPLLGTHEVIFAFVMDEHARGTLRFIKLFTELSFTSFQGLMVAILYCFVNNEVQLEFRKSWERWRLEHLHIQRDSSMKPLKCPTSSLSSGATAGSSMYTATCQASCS
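Constitutively active GLP-1R drives a cAMP-responsive luciferase in stably transfected HEK293 cells; test compounds are added after overnight (12 h) attachment and left 24 hr, and signal loss in luminescence marks inhibition.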
Abeta rescue – A-beta toxicity reversal in yeast. yeast expressing A-beta42, growth rescue, OD600, 48 h; response scale: 0% DMSO, 100% iron-clioquinol control. Potency, µM (top dose mostly 46.1 µM), inactives show top-dose growth rescue, usual class: activators. 410,000 compounds, 0.063% hits. AID 1347071; further: potency means the concentration at half of the fitted maximal effect; nearly all actives have a fitted effect of over 55% in size
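Yeast A-beta toxicity model in growth medium with pinned compounds, 48 h at 30 C; growth read as absorbance at 600 nm. Normalized to FeCl3/clioquinol equimolar mix (positive) and DMSO (negative).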
Numbers without * were called inactive; i = inactive; u = inconclusive; x = no result given; & = joins results of further samples; [ ] = dose if it differs, or a comment. Unless noted, the call rests on the fitted dose curve; in most records, active means well fitted curve in the direction sought with a large enough effect; inconclusive means small, poorly fitted or top-dose-only effect, or another doubt; inactive means no such curve, though single readings can be large; an effect the other way counts as inactive or inconclusive. The list is partial; rates above refer to the full screens.

SMILES	aSyn yeast inh	MmCpn inh	pAkt inh	PTHR1 ag	TDP-43 yeast inh	HEK293 tox	FUS yeast rescue	GLP1R inv ag	Abeta rescue
Cc1ccc(C(C)NC(=O)CSc2ccc(S(=O)(=O)N3CCOCC3)cn2)cc1C (configuration not stated)	-1%	0%	i	-41%	-25%	-5%	x	-8%	3%
CN(CC(=O)Nc1cccc(F)c1)CC(=O)N(C)CC(=O)Nc1ccccc1Br	7%	1%	i	i	17%	-21%	x	-14%	7%
COc1cccc(CNC(=O)CN2C(=O)NC(c3ccccc3)(c3ccccc3)C2=O)c1	-1%	1%	i	-18%	-14%	7%	-10%	u	3%
CCn1c(COc2ccccc2)nc2ccccc21	0%	1%	i	i	13%	-1%	3%	u	21%
CCCCOc1[nH]c2nc(-c3ccco3)n(Cc3ccco3)c(=N)c2c1C#N	0%	0%	i	i	21%	20%	x	-16%	-3%
Cc1cccnc1C(NC(=O)C1CCN(Cc2ccc(Cl)c(Cl)c2)CC1)c1ccc(Cl)cc1 (configuration not stated)	u	x	i	-26%	4%	-9%	31%	u	10%
Cc1ccc(S(=O)(=O)NC(=O)Cn2nnc(-c3ccccc3)c2COc2ccc3ccccc3c2)cc1	7%	x	i	-3%	21%	3%	u	4%	-16%
c1ccc(Cn2c(SCCN3CCOCC3)nnc2-c2cccnc2)cc1	-7%	0%	i	-1%[57.5 µM]	-15%	-8%	7%	9%	11%
CCCCc1nc(SCCOC)c2c(=O)n(C)c(=O)n(C)c2n1	13%	-1%	i	i	15%	-1%	43%	u	-23%
FC(F)(F)c1cnc2c(c1)[nH]c(=S)n2-c1ccc(Cl)cc1	-12%	-3%	i	-35%[inhibitor]	16%	u	-15%	u	10%
CC(=O)c1ccc(S(=O)(=O)N2CCN(c3ccnc4cc(Cl)ccc34)CC2)cc1	-1%	x	i	-55%[inhibitor]	-4%	-15%	-16%	15%	-2%
COc1cc(OC)c(N(C)C(=O)CSc2c3c(nc4ccc(Cl)cc24)CCCC3)cc1Cl	x	x	x	-41%[inhibitor]	20%	-8%	u	u	-10%
CCc1ccc(OCC(=O)N(C)CCC#N)c(Br)c1	-2%	0%	i	-31%[inhibitor][57.5 µM]	-9%	1%	5%	0%	-3%
CC1(C)CC(=O)C(C=NCCCO)=C(O)C1	-18%	2%	i	1%	-9%	24%	-10%	14%	12%
Cc1ccc(-c2nc3cccnc3s2)cc1NS(=O)(=O)c1ccc2c(c1)CCCC2	-7%	u	i	i	15%	0%	20%	71%[activator]	-4%
O=C(NC1CCN(Cc2ccccc2Cl)CC1)c1ccccc1	0%	-3%	i	i	1%	1%	-1%	15%	12%
CCc1nc(-n2[nH]c(=O)c3ccccc3c2=O)c2c3c(sc2n1)CCCC3	-15%	x	i	-32%[inhibitor]	12%	-6%	31%	4%	6%
Cc1ccc2c(c1)c1nnc(SCC(=O)Nc3cccc(Cl)c3C)nc1n2CC(=O)O	-1%	2%	i	i	-5%	6%	29%	5%	2%
COc1ccc(-c2ccc(CCC(=O)O)n2NC(=O)c2ccc(C(C)(C)C)cc2)cc1	-3%	-6%	i	i	6%	-3%	7%	-10%	1%
COc1ccccc1-c1cc(C(=O)NCCN2CCOCC2)no1	-2%	-1%	i	27%	-16%	-10%	-18%	2%	-16%
COc1ccc(N2CCN(C(=O)c3ccc(COc4ccc([N+](=O)[O-])cc4)o3)CC2)cc1	4%	-1%	i	-95%[inhibitor]	11µM*	-6%	x	u	-7%
CCOC(=O)C1CCN(C(=O)c2cccnc2Oc2ccc(Cl)cc2)CC1	-2%	0%	i	i	13%	1%	11%	48%[activator]	-6%
CCc1cccc(C)c1NC(=O)CC1Oc2ccc(C)cc2NC1=O (configuration not stated)	2%	-1%	i	-12%&-12%	-4%&0%	4%&3%	u	11%&-3%	4%&-16%
CCC1(C)CC(CCN(Cc2ccco2)C(C)=O)(c2ccccc2)CCO1 (configuration not stated)	-1%	-1%	i	i	13%	-8%	17%	12%	3%
Cc1cccc(-n2c(CNC(=O)c3ccc(S(=O)(=O)N4CCCC4)cc3)n[nH]c2=S)c1	0%	2%	x	-1%[57.5 µM]	-16%	-8%	32%	6%	6%
O=C1C(=O)c2ccccc2C(O)=C1CC=C(Cl)Cl	-73%[inhibitor]	x	i	-34%	-93%[inhibitor]	-45%	x	u	-62%[inhibitor]
CN1C2C=C3C(C#N)=C(N)C(C#N)(C#N)[C@H](c4c(F)cccc4F)[C@H]3C1CC2 (some centres not stated)	0%	2%	i	i	-27%	38%[activator]	-3%	-7%	19%
COc1ccc2c(c1)c1c(c(=O)n(-c3ccccc3C)c(=O)n1CC(N)=O)n2C	x	x	x	-14%	12%	15%	13%	-8%	-16%
O=C(Cn1c(=O)n(-c2cccc(C(F)(F)F)c2)c(=O)c2sccc21)NCC1CCCO1 (configuration not stated)	4%	-4%	i	15%	8%	-1%	30%	8%	-12%
COc1ccc(NC(=O)CSc2nnc(Cc3cccn3C)n2CCc2ccccc2)cc1OC	7%	-3%	i	-8%	-5%	-11%	35%	0%	3%
CCCN(CCC)C(=O)C1CCCN(c2ncnc3c2nc2n3CCCCC2)C1 (configuration not stated)	x	x	x	-7%	u	-11%	1%	1%	-16%
O=C(OCC(=O)N1CCCC1)c1cccc(Br)c1	0%	1%	i	i	6%	-2%	-9%	12%	-5%
Cc1cc(=O)oc2cc(NS(=O)(=O)c3ccc(F)cc3)ccc12	9%	-12%	i	0%	6%	5%	7%	6%	-6%
CC1CCC(N2CCN(c3ccc([N+](=O)[O-])cc3)CC2)CC1 (configuration not stated)	-3%	0%	i	-21%	-23%	-17%	19%	3%	-16%
O=C(Nc1ccccc1Cl)c1cc(C2CCCN(C(=O)c3cccc(O)c3)C2)on1 (configuration not stated)	3%	x	i	-41%[inhibitor]	23%	3%	u	u	-12%
O=C(NCCCn1ccnc1)/C(=C\c1cccs1)NC(=O)c1cccs1	-1%	1%	i	-20%	-22%	8%	15%	6%	-19%
CCOC(CCNC(=O)c1cc2c(=O)[nH]c3ccccc3c2s1)OCC	2%	-6%	i	-21%	23%	-24%	-32%	18%	2%
COCCN(C(=O)CCc1nnc(CCc2c[nH]c3ccccc23)o1)C(C)C	4%	-1%	i	-4%	13%	8%	0%	13%	-8%
CC1CCCN(CC(O)COc2ccc3c(c2)OCO3)C1 (configuration not stated)	-1%	-2%	i	i	17%	0%	0%	-15%	5%
Cc1c(C(=O)NCCN2CCCC(O)C2)oc2c(F)cccc12 (configuration not stated)	1%	0%	i	i	13%	-11%	6%	-27%	10%
CC(C)CN(CCOc1cccc(N2C(=O)C3=C(CCCC3)C2=O)c1)CC(C)C	2%	0%	i	-6%	12%	-16%	x	-20%	5%
Cc1cc(CN2CCN(CC(=O)Nc3cc(C(F)(F)F)ccc3-n3cncn3)CC2)no1	0%	0%	i	-5%	11%	-18%	x	12%	-5%
Cc1cccc(Cn2cc(C(=O)Nc3ccc(S(N)(=O)=O)cc3)ccc2=O)c1	u	x	x	-3%	u	2%	-11%	12%	-8%
COC(=O)CC1=NN(c2ccc(OC)cc2)C(=O)/C1=C\c1ccc(Cl)cc1	2%	1%	i	i	0%	9%	49%	4%	-2%
COc1cccc2c1OC1(CCN(C(C)C)CC1)N1N=C(c3cccnc3)CC21 (configuration not stated)	-6%	4%	i	-14%	-9%	-6%	12%	47%[activator]	5%

Reprinted from the part before: two compounds, then new ones.
SMILES	aSyn yeast inh	MmCpn inh	pAkt inh	PTHR1 ag	TDP-43 yeast inh	HEK293 tox	FUS yeast rescue	GLP1R inv ag	Abeta rescue
COC(=O)CC1=NN(c2ccc(OC)cc2)C(=O)/C1=C\c1ccc(Cl)cc1	2%	1%	i	i	0%	9%	49%	4%	-2%
COc1cccc2c1OC1(CCN(C(C)C)CC1)N1N=C(c3cccnc3)CC21 (configuration not stated)	-6%	4%	i	-14%	-9%	-6%	12%	47%[activator]	5%
Cc1onc(-c2ccccc2)c1C(=O)NC(=S)Nc1sc2c(c1C#N)CCC(C)C2 (configuration not stated)	0%	-2%	i	-24%	-18%	1%	33%	-10%	10%
Cc1oc(C(C)(C)C)cc1C(=O)Nc1cccc(C(=O)O)c1	-3%	1%	i	i	-15%	3%	34%	7%	-12%
COc1ccccc1CNC(=O)[C@H](C)NC(=O)C1CCN(C(=O)[C@@H](N)Cc2ccccc2)CC1	-5%	-1%	i	-2%	12%	-24%	-8%	-4%	0%
Cc1cccc(NC(=S)N2CCC(c3nc4ccccc4o3)CC2)c1	-4%	1%	i	-82%[inhibitor]	-2%[0.397 µM]	1%	u	u	16µM*
Cc1ccc(C2(C)NC(=O)N(CC(=O)c3ccc(Cl)s3)C2=O)cc1 (configuration not stated)	6%	-19%	i	i	29%	-18%	x	u	1%
O=C(c1ccc(N2CCCCC2)c([N+](=O)[O-])c1)N1CCN(S(=O)(=O)c2ccccc2)CC1	4%	2%	i	-17%	-6%	-3%	24%	u	25%
Cc1nc2ccccc2c2oc(C(=O)NCC3COc4ccccc4O3)cc12 (configuration not stated)	2%	-3%	i	-36%	u	-30%	u	u	-10%
O=C1c2ccccc2NC(c2cccnc2)N1c1ccccc1F (configuration not stated)	-12%	-1%	i	-23%	0%	7%	x	2%	0%
